# Screens: PubChem BioAssay, National Center for Advancing Translational Sciences (NCATS)
# SW480 rerep: DNA re-replication induction in SW480 cells | SW480 DNA re-replication, Hoechst DNA content imaging, 48 h | Potency, µM (series often up to 46.1 µM), for the others: at the highest dose re-replication activation, actives largely listed as activators | hit rate 1.8% among 340,000 | AID 624297; also: potency is read from the fitted curve at half-maximal effect; % of control where 0% means no effect; nearly all actives have a fitted effect of over 55% in size
#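 Quantitative HTS format with DMSO vehicle controls; 48 hr drug incubation at 37 C, then 40 min Hoechst staining and scanning imager measurement at 405 nm excitation.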
# DRD3 agonist: activates the human D3 dopamine receptor; P35462; D3R DiscoveRx beta-arrestin cells, luminescence, 90 min; max activation, %; hit rate 0.58% among 410,000; AID 652048; in the data active = max activation above about 30%; also: 0% is about no effect; mostly tested at two doses, the higher about 12 µM
# Target sequence (P35462 whole entry, looked up): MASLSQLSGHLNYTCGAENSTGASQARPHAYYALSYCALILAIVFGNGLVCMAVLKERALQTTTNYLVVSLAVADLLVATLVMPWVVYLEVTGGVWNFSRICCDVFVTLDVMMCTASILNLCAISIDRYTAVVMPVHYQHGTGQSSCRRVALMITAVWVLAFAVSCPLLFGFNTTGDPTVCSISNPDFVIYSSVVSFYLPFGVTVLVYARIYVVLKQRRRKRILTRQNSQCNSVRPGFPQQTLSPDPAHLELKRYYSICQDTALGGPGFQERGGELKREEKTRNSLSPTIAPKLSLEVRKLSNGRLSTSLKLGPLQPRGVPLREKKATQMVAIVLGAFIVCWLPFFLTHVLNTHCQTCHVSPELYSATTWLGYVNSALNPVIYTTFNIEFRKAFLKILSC
#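 Agonist-mode cell screen: cells plated at 1500/well and incubated overnight at 37 °C, then exposed to library compounds for 90 min at 37 °C. Detection reagent was added for 30–60 min at room temperature, and luminescence was read.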
# IL-1B inflam inh: blocks inflammasome-driven IL-1 beta release | activity change, % at 57.5 µM | THP-1 LPS/ATP IL-1B secretion, AlphaLISA, 16 h; stronger effect = lower value | hit rate 4.7% among 360,000; in the data active = activity change below about -50%; inconclusive = mostly about -30% to -49%; also: % is scaled to controls: 0 for no effect and ±100 for the full control effect
#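 Secreted IL-1B measured by AlphaLISA bead assay after 16 h compound exposure of THP-1 cells; compounds (final up to 57.5 uM) added 1 h before LPS (250 ng/mL) and ATP (1.25 mM) stimulation; lower signal means less secretion.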
# KB-V1 cytotox: kills drug-selected multidrug resistant KB-V1 cells; KB-V1 MDR cells viability, CellTiter-Glo, 72 h; Potency, µM (doses to about 46.1 µM), without a hit: at the top dose activity change, negative = cytotoxicity, usual class: cytotoxic; hit rate 3.4% among 400,000; also: potency is read from the fitted curve at half-maximal effect; % is scaled to controls: 0 for no effect and ±100 for the full control effect; nearly all actives have a fitted effect of over 60% in size
#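 KB-V1 MDR subline cells in DMEM (phenol-red free, 10% FBS) exposed to compounds in qHTS concentration series for 72 h at 37 degrees C. Viability read by CellTiter-Glo luminescence; concentration-effect curves fitted after normalization and correction.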
# HT1080 IDH1KD tx: toxicity to HT-1080 IDH1 knockdown cells (counter line) | HT-1080 IDH1 knockdown viability, ATP luminescence, 48 h | Potency, µM (top dose mostly 46.1 µM), for inactives: top-dose activity, negative = toxicity, hits mostly cytotoxic | hit rate 2% among 360,000;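 also: potency is read from the fitted curve at half-maximal effect; 0% = DMSO wells and -100% = cell-free medium wells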
#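 After a 2 h attachment period, IDH1KD HT-1080 cells took pin-transferred compound for 48 h at 37 °C; ATP-based luminescence after 10 min room-temperature reagent incubation reported viability.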
# KB-3-1 tox: KB-3-1 parental cell cytotoxicity; KB-3-1 viability, CellTiter-Glo ATP luminescence, 72 h; Potency, µM (titrated, usually from 46.1 µM), without a hit: at the top dose activity change, negative = cytotoxic, hits mostly cytotoxic; hit rate 1.4% among 400,000; AID 1347075; also: potency is read from the fitted curve at half-maximal effect; % is scaled to controls: 0 for no effect and ±100 for the full control effect; nearly all actives have a fitted effect of over 60% in size
#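 KB-3-1 parental drug-naive adenocarcinoma cells in DMEM/10% FBS, incubated 72 h at 37 C with pin-transferred compounds across a concentration series. Viability by CellTiter-Glo luminescence; concentration-response curves fitted after normalization.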
# HT1080NT lethal: kills 2HG-producing HT-1080-NT fibrosarcoma cells. AID 686970. HT-1080-NT fibrosarcoma viability, CellTiter-Glo ATP luminescence, 48 h. hit rate 1.6% among 360,000. Potency, µM (highest dose often 46.1 µM), without a hit: top-dose activity, negative = less viability, hits mostly cytotoxic;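 also: NT is the 2HG producing partner of a matched IDH1 knockdown line; potency is read from the fitted curve at half-maximal effect; 0% = DMSO-treated cells and -100% = media-only wells without cells; nearly all actives have a fitted effect of over 55% in size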
#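 HT-1080-NT fibrosarcoma cells (2HG-overproducing), 750 cells/well in RPMI with 5% FBS, dosed after 2 h and incubated 48 h at 37C. CellTiter-Glo luminescence normalized to DMSO and no-cell wells; concentration-response curves fitted and classed.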
# D3 antag: D3 dopamine receptor (human) antagonism; P35462; D3R cells, DiscoveRx beta-arrestin luminescence, antagonist mode; stronger effect = lower value; max response, negative = inhibition, %; hit rate 2.5% among 360,000; AID 652054; in the data active = max response below about -50%; inconclusive = no clear call, values can overlap the other calls; also: % is scaled to controls: 0 for no effect and ±100 for the full control effect; mostly tested at two doses, the higher about 12 µM
#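 Cells plated overnight at 1500 cells/well, then exposed to library compounds with dopamine controls for 90 minutes at 37 degrees C. DiscoveRx reagent added for 30–60 minutes at room temperature; luminescence read, quantitative HTS format.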
# GLP-1R agonist: agonists of human GLP-1 receptor. hit rate 0.007% among 380,000. Potency, µM (top dose mostly 45.6 µM), for the others: at the top dose activation, hits mostly activators. HEK293 GLP-1R CRE-luciferase, luminescence, 4-6 h; cells express a hypersensitive GLP-1R form; also: potency is read from the fitted curve at half-maximal effect; % of control where 0% means no effect
# Target sequence (P43220 whole entry, looked up): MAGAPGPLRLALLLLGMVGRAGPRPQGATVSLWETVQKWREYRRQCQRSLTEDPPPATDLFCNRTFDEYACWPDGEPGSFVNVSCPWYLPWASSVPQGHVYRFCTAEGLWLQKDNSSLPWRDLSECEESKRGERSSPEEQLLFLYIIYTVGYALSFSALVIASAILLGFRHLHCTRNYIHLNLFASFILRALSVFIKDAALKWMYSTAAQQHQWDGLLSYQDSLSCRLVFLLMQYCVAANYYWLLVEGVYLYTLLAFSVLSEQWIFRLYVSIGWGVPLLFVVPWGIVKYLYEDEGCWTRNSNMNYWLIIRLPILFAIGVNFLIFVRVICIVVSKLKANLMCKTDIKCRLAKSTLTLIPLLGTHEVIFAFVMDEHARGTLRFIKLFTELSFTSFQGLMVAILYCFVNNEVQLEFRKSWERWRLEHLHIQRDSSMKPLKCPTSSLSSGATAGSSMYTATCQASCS
# * hit, by the source's call; ? = inconclusive; nt = no result given; [ ] = remark or other dose. Unless noted, calls follow the shape of the dose curve; as a rule, active = well fitted curve in the direction sought with a large enough effect; inconclusive = small, poorly fitted or top-dose-only effect, or another doubt; inactive = no such curve, though single readings can be large; an effect the other way counts as inactive or inconclusive.
SMILES,SW480 rerep,DRD3 agonist,IL-1B inflam inh,KB-V1 cytotox,HT1080 IDH1KD tx,KB-3-1 tox,HT1080NT lethal,D3 antag,GLP-1R agonist
N#Cc1c(SCC(=O)O)nc(N2CCCCC2)c2c1CCCC2,-4%,3,-10,28%,4%,-14%,0%,-7,4%
CCOC(=O)C1[C@H]2C(=O)N(C(C)c3ccc(OC)cc3)C[C@]23C=C[C@H]1O3 (some centres undefined),-8%,1,-10,?,-21%,1%,13%,23,-8%
CCOC(=O)C1(C)CCCCCN1C(=O)c1csnn1 (centres undefined),nt,-4,-12,-22%,1%,0%,5%,-19,-3%
O=C(CSc1nnc(C2CCCCC2)n1Cc1ccccc1)NCc1ccco1,2%,2,-20,?,0%,0%,0%,0,-1%
CCSc1nnc(NC(=O)Cn2cnc3ccccc3c2=O)s1,-25%,1,13,4%,2%,1%,1%,-14,0%
Cc1cc(C)n(/N=C/c2cccs2)c(=O)c1C#N,-5%,-2,-18,?,25%,22%,28%,-1,10%
Cc1nc(CC(=O)Nc2nc(-c3ccccc3)cs2)cs1,1%,1,-11,-16%,0%,15%,-3%,48,19%
O=C(CN1CCOCC1)N1CCc2ccccc2C(c2ccccc2)C1 (centres undefined),-6%,6,10,-1%,3%,16%,2%,44,-7%
COc1ccc(Br)cc1C1C(C(=O)Nc2ccc(C)cc2C)=C(C)Nc2ncnn21 (centres undefined),nt,-4,nt,4%,nt,6%,nt,nt,-3%
CCc1ccc(Oc2nnnn2-c2ccc(C(N)=O)cc2)cc1,1%,-3,-12,20%,-6%,14%,13%,11,2%
O=C(c1ccccc1)N1N=C(c2ccco2)CC1c1cccs1 (centres undefined),-5%,-1,-14,2%,14%,10%,7%,-13,13%
CN1CCN(NC(=O)c2cc(Br)ccc2Cl)CC1,-3%,-22,-12,15%,10%,14%,?,2,8%
COc1ccc(CN(C)C(=O)Cn2ccsc2=N)cc1OC,23%,-4,-8,7%,23%,10%,14%,1,7%
COc1ccc(OC)c(/C=C/C(=O)OCC(=O)NCc2ccccc2)c1,1%,1,3,-2%,16%,4%,4%,7,17%
c1ccc(-c2csc(Nc3ccccn3)n2)cc1,9%,3,-55*,-11%,-25%,-8%,-11%,-6,17%
CC(C)(C)c1cc(N2CCOCC2)n2ncc(-c3ccccc3)c2n1,-5%,-4,-8,-1%,10%,-8%,5%,37,-2%
COc1ccc(C(=O)O)cc1S(=O)(=O)Nc1ccc(C)cc1,-58%[inhibitor],-5,4,8%,2%,5%,8%,-15,-4%
O=C(NCc1cccnc1)c1ccc(NC(=O)c2ccco2)cc1,-2%,-1,0,7%,13%,3%,12%,13,1%
COc1cc(C(=O)N[C@H](C(=O)NC2CCCCCC2)C(C)C)cc(OC)c1OC,5%,9,25,-6%,-2%,10%,2%,43,7%
O=C(Cc1ccccc1)NC1CCS(=O)(=O)C1 (centres undefined),-2%,2,-11,8%,4%,3%,5%,8,-6%
O=C(NCc1ccco1)c1ccc(Cl)nc1,?,2,3,0%,4%,-6%,12%,32,1%
Cc1cc(C)cc(NC(=O)CN(c2ccc(F)cc2)S(C)(=O)=O)c1,?,2,?,?,-22%,6%,-8%,9,3%
C/[N+]([O-])=C1\Cc2ccccc2C1=O,-9%,2,20,0%,3%,-5%,0%,48,-6%
O=C(O)c1cc(=O)n(Cc2ccccc2)c(=O)[nH]1,-7%,8,10,18%,8%,22%,18%,-15,0%
Cc1cccnc1NC(=O)c1ccc2c(c1)OCCO2,-4%,-3,-5,3%,14%,-23%,11%,-24,6%
CCOC(=O)c1cc(C(=O)NNC(=O)c2cccc([N+](=O)[O-])c2)c(C)nc1C,?,4,0,?,0%,12%,3%,7,7%
COc1cc(-c2nc(Cc3c(F)cccc3Cl)no2)cc(OC)c1OC,-12%,-3,62,?,3%,9%,-2%,16,2%
O=C(Nc1ccc2ccccc2c1)/C(=C/c1cccc(Br)c1)NC(=O)c1ccco1,0%,-1,-12,?,-19%,-1%,1%,-3,2%
O=C1CN(C(=O)/C=C/c2cccc(Cl)c2)c2ccccc2N1,-4%,8,0,-12%,-12%,5%,-17%,8,?
O=C(/C=C/c1cccc([N+](=O)[O-])c1)NCc1ccccc1,-2%,5,-3,-22%,14%,-5%,1%,2,12%
O=C(NCC(c1ccco1)N1CCCCC1)c1cccc(S(=O)(=O)Nc2ccccc2Cl)c1 (centres undefined),1%,-37,-1,nt,-9%,nt,-2%,0,5%
CCS(=O)(=O)N1CCN(c2ccnc3cc(Cl)ccc23)CC1,-7%,-12,-5,-13%,-8%,8%,-12%,-18,3%
CCCCNC(=O)C1CCN(Cc2ccccn2)CC1,-3%,4,-16,5%,-1%,16%,15%,-12,4%
CC(=O)Nc1cccc2c1C(=O)N(c1ccccc1C)C2=O,-12%,-3,28,3%,12%,0%,15%,-26,0%
CCn1c(SCC(=O)NC(C)C)nnc1-c1cccs1,-2%,-12,6,14%,-3%,5%,-3%,0,2%
CC(C)CCn1c(Oc2ccc(Cl)cc2)nc2c1c(=O)n(C)c(=O)n2C,-7%,8,-15,?,-5%,?,-1%,12,11%
CCCCCCN1C[C@@H](n2cc(-c3ccc(F)cc3)nn2)[C@H](O)C[C@@H]1c1ccccc1,nt,4,-10,3%,-3%,-22%,0%,0,-6%
COC(=O)c1ccccc1NC(=O)N1CSC[C@H]1C(=O)OC,-3%,0,7,4%,16%,4%,7%,-15,-5%
CCN1CCN(C/C(C)=C/c2ccccc2)CC1,-24%,-19,0,8%,5%,-8%,5%,?,-5%
O=C(NCC1CCCO1)C1CC1(c1ccccc1)c1ccccc1 (centres undefined),0%,0,0,-1%,0%,0%,0%,-2,1%
C#CCNC(=O)C[C@@H]1C[C@@]2(C(=O)OCC)CCCC=C2N(Cc2cccc3ccccc23)C1=O,nt,8,43,?,-13%,6%,?,6,3%
COCCn1c(C)cc(/C=C2/NC(=O)N(c3ccc(Cl)cc3)C2=O)c1C,?,3,7,-8%,5%,1%,2%,5,-2%
Cc1ccc(NC(=O)c2ccc3c(c2)CCN3S(C)(=O)=O)cc1,nt,0,-19,?,5%,5%,0%,13,-2%
CCOC(=O)c1ccc(NC(=O)c2cc(=O)[nH]c3ccccc23)cc1,4%,2,-5,-3%,15%,9%,20%,11,-2%
COc1ccccc1NC(=O)CSc1nnc(CC(=O)Nc2cccc(C(F)(F)F)c2)n1C,-13%,4,23,-22%,-5%,11%,-13%,11,-15%
COC(=O)C1=CN(c2c(C)cc(C)cc2C)C(N)=C(C#N)C1c1ccccc1 (centres undefined),nt,10,-13,?,-29%,-19%,-29%,7,nt
Cc1c(Cl)cccc1N=Cc1ccc([N+](=O)[O-])s1,?,-29,-102*,-11%,10µM*,-15%,13µM*,-51*,0%
CSc1ccc(/C=N/NC(=O)C[n+]2ccccc2)cc1,-16%,-4,0,-2%,-1%,-9%,-1%,-25,-1%
NC(=O)Nc1ccc(C(=O)OCC(=O)c2c[nH]c3ccccc23)cc1,-5%,3,14,6%,-7%,-6%,-5%,-3,8%
CCN(C(=O)CN1CCOCC1)c1c(N)n(Cc2ccccc2)c(=O)[nH]c1=O,-7%,1,5,16%,12%,-4%,6%,-5,5%

# Reprinted from the part before: 4 entries, followed by the next part.
SMILES,SW480 rerep,DRD3 agonist,IL-1B inflam inh,KB-V1 cytotox,HT1080 IDH1KD tx,KB-3-1 tox,HT1080NT lethal,D3 antag,GLP-1R agonist
Cc1c(Cl)cccc1N=Cc1ccc([N+](=O)[O-])s1,?,-29,-102*,-11%,10µM*,-15%,13µM*,-51*,0%
CSc1ccc(/C=N/NC(=O)C[n+]2ccccc2)cc1,-16%,-4,0,-2%,-1%,-9%,-1%,-25,-1%
NC(=O)Nc1ccc(C(=O)OCC(=O)c2c[nH]c3ccccc23)cc1,-5%,3,14,6%,-7%,-6%,-5%,-3,8%
CCN(C(=O)CN1CCOCC1)c1c(N)n(Cc2ccccc2)c(=O)[nH]c1=O,-7%,1,5,16%,12%,-4%,6%,-5,5%
COC(=O)CCN1CCC(c2cc(-c3cccc(C(F)(F)F)c3)n[nH]2)CC1,4%,-5,4,14%,17%,15%,-3%,8,15%
COc1ccccc1N1Cc2ccccc2C1,0%,-4,19,-24%,0%,-7%,-3%,-21,-3%
O=C(NCc1ccccc1Cl)C1CCCN1C(=O)NC1CCCCC1 (centres undefined),15%,-13,0,-9%,9%,5%,10%,-14,0%
Cc1nc2sc(C(c3cccs3)N3CCN(C(=O)c4ccco4)CC3)c(O)n2n1 (centres undefined),-12%,1,-12,-6%,2%,22%,-2%,13,-6%
CN(C)c1cccc(C(=O)NCCCn2ccc3ccccc32)c1,0%,-8,-15,-8%,-13%,-4%,-8%,-7,11%
COc1ccc(OC(C)C(=O)NC2CC(C)(C)NC(C)(C)C2)cc1 (centres undefined),-2%,1,0,1%,8%,13%,12%,25,-9%
COc1ccc(CCC(=O)OCc2csc(CC(=O)Nc3ccccc3C)n2)cc1,-3%,-8,-8,2%,2%,8%,1%,-13,-5%
CC[N+](C)(CC)CC(O)COCC1COc2ccccc2O1 (centres undefined),-1%,-7,11,0%,-2%,-2%,0%,?,2%
Cn1c(SCC(=O)Nc2ccc3cn[nH]c3c2)nnc1-c1cccs1,-4%,2,0,20%,0%,-2%,-4%,?,-6%
CCN(CC)S(=O)(=O)c1ccc2c(c1)N(CC(=O)N1CCC(C(N)=O)CC1)C(=O)CO2,24%,-2,15,?,9%,12%,16%,-15,-6%
O=C(Nc1cccc(S(=O)(=O)N2CCCCC2)c1)c1cc(=O)[nH]c2ccccc12,-5%,-4,?,?,9%,7%,9%,-14,6%
